Screening results deposited in PubChem by several laboratories.
SMARCA2 activ: SMARCA2 (BRM) function activators, primary screen, cell-based, luminescence, high throughput. MG213 cells, MMTV-luciferase reporter, dexamethasone, overnight. activation, % at 9.1 µM. actives 1% (n = 370,000). AID 652017, 2013; in the data active = activation above about 7.8%;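 also: 0% = vehicle wells and 100% = reference activator wells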
PG9 Ab binder: binders of HIV-1 gp120 antibody PG9, primary screen, biochemical, TR-FRET. TR-FRET gp120-PG9 antibody binding. inhibition, % at 6.7 µM. actives 0.43% (n = 360,000); in the data active = inhibition above about 8.5%
HTRA1 inh: HTRA1 serine protease inhibitors, primary screen, biochemical, fluorescence polarization, HTS; AID 504803, 2011; Q92743; actives 0.5% (n = 340,000); recombinant HTRA1, FP-rhodamine activity-based probe; inhibition, % at 5.96 µM; in the data active = inhibition above about 36%;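 also: 0% = enzyme with DMSO and 100% = wells lacking enzyme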
NR1D1 modulator: modulators of Rev-erb alpha DNA binding, primary screen, biochemical, FITC-DNA, fluorescence polarization, uHTS. Rev-erbα–FITC-DNA binding, 90 min. activity, % at 10 µM. Nuclear receptor subfamily 1 group D member 1 (Homo sapiens), P20393. actives 0.79% (n = 370,000);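 active = activity above about 14%, limit read from the data; passing the limit was not always enough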;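 also: 0% = DMSO wells with 35 nM protein and 100% = DMSO wells with 750 nM protein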
Target sequence (P20393 whole entry, looked up): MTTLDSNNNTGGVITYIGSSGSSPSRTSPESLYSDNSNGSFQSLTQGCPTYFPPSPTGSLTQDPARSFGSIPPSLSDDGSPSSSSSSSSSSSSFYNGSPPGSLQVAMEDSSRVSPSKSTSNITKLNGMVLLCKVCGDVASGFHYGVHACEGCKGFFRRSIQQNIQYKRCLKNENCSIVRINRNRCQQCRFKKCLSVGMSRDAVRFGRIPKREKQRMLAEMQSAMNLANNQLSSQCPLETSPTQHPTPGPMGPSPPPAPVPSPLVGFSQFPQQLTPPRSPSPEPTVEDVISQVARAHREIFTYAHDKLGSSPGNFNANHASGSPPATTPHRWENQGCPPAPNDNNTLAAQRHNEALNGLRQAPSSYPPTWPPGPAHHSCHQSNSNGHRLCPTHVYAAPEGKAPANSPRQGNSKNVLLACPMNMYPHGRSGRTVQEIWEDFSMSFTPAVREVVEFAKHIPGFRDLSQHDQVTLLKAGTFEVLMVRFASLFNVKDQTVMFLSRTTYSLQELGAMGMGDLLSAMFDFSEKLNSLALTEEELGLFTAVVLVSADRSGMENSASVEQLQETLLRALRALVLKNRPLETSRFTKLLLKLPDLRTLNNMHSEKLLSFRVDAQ
ASAP1 inh: inhibitors of human ASAP1 ArfGAP activity, primary screen, biochemical, fluorescence polarization. ASAP1-stimulated ARF1 GTP hydrolysis, GDP FP detection. Arf-GAP with SH3 domain, ANK repeat and PH domain-containing protein 1 (Homo sapiens), …. actives 0.19% (n = 360,000). AID 624377, 2012. inhibition, % at 16.5 µM; in the data active = inhibition above about 25%;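 also: 0% = vehicle with enzyme and substrate and 100% = no enzyme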
rCAG RNA binder: binders of r(CAG) RNA repeats, primary screen, biochemical, fluorescence. actives 1.3% (n = 370,000). AID 651821, 2012. inhibition, % at 3 µM. r(CAG) RNA repeat, TO-PRO-1 dye displacement fluorescence;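 active = inhibition above the plate cutoff, the mean of all test compounds on that plate plus 3 SD, cut at about 35% in these data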;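 also: 0% = DMSO alone and 100% = 100 µM mitoxantrone as full dye displacement; higher means more dye released from RNA so lower well fluorescence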
ARFGAP1 inhibitor: inhibitors of rat ARFGAP1 GAP activity, primary screen, biochemical, fluorescence polarization, GDP tracer; ADP-ribosylation factor GTPase-activating protein 1 (Rattus norvegicus), Q62848; Arfgap1-stimulated ARF1 GTP hydrolysis, GDP FP detection; inhibition, % at 16.5 µM; actives 0.26% (n = 360,000); AID 651572, 2012;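 active = inhibition above a per-plate limit, mean inhibition of low control wells plus 3 SD, cut at about 25% in these data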;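 also: 0% = DMSO wells with enzyme and 100% = wells lacking Arfgap1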
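System: truncated rat Arfgap1 GAP domain / Medium: HEPES-based buffer, pH 7.5 / Also added: N-terminally truncated human ARF1-GTP substrate / Incubation: enzyme reaction 120 min at 25 °C after 20 min preincubation / Measured by: FP of antibody-bound GDP Alexa 633 tracer, ex 620/em 688 nm / Replicates: singlicate, each compound tested once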
NPR1 activator: GC-A stimulated cGMP production enhancers – HEK293 GC-A cells, cGMP TR-FRET, EC30 ANP, primary screen; Atrial natriuretic peptide receptor 1 (Homo sapiens), P16066; 0% at EC30 ANP, 100% saturating ANP; activation, % at 10 µM; actives 0.14% (n = 370,000); in the data active = activation above about 40%
NPR2 activator: human GC-B receptor activators, primary screen, HEK293 GC-B cells, cGMP TR-FRET, EC30 CNP | Atrial natriuretic peptide receptor 2 (Homo sapiens), P20594 | activation, % at 10 µM | 0% at EC30 CNP, 100% saturating CNP | actives 0.11% (n = 370,000);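 active = activation at 10 µM reaching about 35% in either raw or pattern-adjusted values, limit read from the data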
ABHD4 inh: ABHD4 inhibitors, primary screen, biochemical, fluorescence polarization, mouse; (Lyso)-N-acylphosphatidylethanolamine lipase (Mus musculus), Q8VD66; purified mABHD4, FP-Rh probe fluorescence polarization; inhibition, % at 8.92 µM; actives 0.54% (n = 370,000); AID 720543, 2013;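 active = inhibition exceeding the mean over every tested compound plus 3 SD, cut at about 30% in these data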;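 also: 0% = plate median of compound wells and 100% = S159A mutant with DMSO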
Target sequence (Q8VD66 whole entry, looked up): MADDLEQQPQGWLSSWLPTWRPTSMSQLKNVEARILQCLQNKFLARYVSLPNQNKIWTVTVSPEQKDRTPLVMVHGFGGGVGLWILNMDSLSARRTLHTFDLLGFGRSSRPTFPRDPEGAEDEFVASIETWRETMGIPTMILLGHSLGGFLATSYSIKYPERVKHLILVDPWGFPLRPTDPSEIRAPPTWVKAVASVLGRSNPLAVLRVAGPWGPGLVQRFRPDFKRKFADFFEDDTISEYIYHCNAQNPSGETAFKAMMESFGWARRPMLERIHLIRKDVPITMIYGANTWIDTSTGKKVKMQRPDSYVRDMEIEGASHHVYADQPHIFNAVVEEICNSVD
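Material: mouse ABHD4 enzyme, wild type; Benchmarks: S159A mutant high control, sample median low control; Buffer or medium: HEPES pH 7.0, NaCl, Pluronic buffer; Signal: fluorescence polarization; Read-out: percent inhibition of probe binding, normalized to plate controls; Timing: pre-incubation 45 min, probe exposure 60 min, at 25 °C; Dosing: 8.92 µM, single dose.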
* = called active by the depositor; nt = no result given. Compounds as they come. Share with any hit: about 4.4%.

[1] C[C@@H]1CN([C@@H](C)CO)S(=O)(=O)c2ccc(Br)cc2O[C@H]1CN(C)Cc1ccc(-c2ccccc2)cc1
[2] CC(=O)Nc1cccc(-c2ccnc3c2CC(C(=O)NCc2ccco2)O3)c1 (configuration not stated)
[3] COc1ccc(C(=O)Nc2nc3cc4c(cc3s2)OCO4)c(OC)c1
[4] CCOc1ccc2[nH]c3c(=O)n(CCC4=CCCCC4)cnc3c2c1
[5] CCn1c(SCC(=O)Nc2ccccc2Br)nnc1-c1cnccn1
[6] Cc1cc(OCC(=O)NCCCn2ccnc2)c2c(C)c(C)c(=O)oc2c1
[7] Cc1cc2c(cc1C)CSC(c1ccccc1OC(=O)C(C)(C)C)SC2
[8] CCn1c(SCC(=O)N/N=C/c2ccccc2OCC(=O)O)nnc1-c1ccc(C(C)(C)C)cc1
[9] COc1cc(C2CC(=O)Oc3cc4c(cc32)OCO4)cc(OC)c1OC (configuration not stated)
[10] N#Cc1cnc(SCC(=O)NNC(=O)COc2cccc3ccccc23)nc1N
Assay by compound,1,2,3,4,5,6,7,8,9,10
SMARCA2 activ,-3,1,3,-4,-3,-2,2,0,-1,-3
PG9 Ab binder,-1.8,-0.4,5.8,-1.6,-0.9,-0.3,0.6,-1.7,0.2,0.2
HTRA1 inh,-57,nt,8,1,2,-1,7,-5,8,-13
NR1D1 modulator,6,-7,19*,19*,4,-5,6,0,-5,0
ASAP1 inh,-9,6,31*,7,-2,1,-13,12,-4,0
rCAG RNA binder,9,-1,3,2,-3,-6,-1,18,5,10
ARFGAP1 inhibitor,-3,4,8,13,2,12,2,-7,2,4
NPR1 activator,-1,0,2,6,0,-2,3,-2,8,-7
NPR2 activator,-5,1,-7,-2,-2,-8,-4,2,2,-5
ABHD4 inh,-29,8,1,-7,-1,1,-6,-4,6,-10

The closing four records of the section before come first, to join the parts.
[7] Cc1cc2c(cc1C)CSC(c1ccccc1OC(=O)C(C)(C)C)SC2
[8] CCn1c(SCC(=O)N/N=C/c2ccccc2OCC(=O)O)nnc1-c1ccc(C(C)(C)C)cc1
[9] COc1cc(C2CC(=O)Oc3cc4c(cc32)OCO4)cc(OC)c1OC (configuration not stated)
[10] N#Cc1cnc(SCC(=O)NNC(=O)COc2cccc3ccccc23)nc1N
[11] CC1CCN(C(=O)CSc2nnc(Cc3ccccc3)o2)CC1
[12] Cc1ccccc1C(=O)N1CCN(c2ccc(NC(=O)c3ccco3)cc2)CC1
[13] C=CC[C@@H](CC(=O)N[C@@H](CO)Cc1ccccc1)C(=O)N[C@H](COC(=O)[C@@H](CC=C)CC(=O)OC(C)(C)C)Cc1ccccc1
[14] CSc1nc(-c2ccccc2)nn1S(=O)(=O)c1ccccc1
[15] O=C(Nc1ccc(Br)cc1)c1cccc(S(=O)(=O)Nc2cnc3ccccc3c2)c1
[16] CC1=NN(C(=O)c2ccc(C)cc2)C(O)(C(F)(F)OC(F)(F)F)C1 (configuration not stated)
[17] O=c1cc(CN2CCN(S(=O)(=O)/C=C/c3ccccc3)CC2)c2ccc(O)cc2o1
[18] COc1ccc(-c2nnc3ccc(SCC(=O)N4CCCCCC4)nn23)cc1OC
[19] CC(NC(=O)C(=O)N1CCCCC1)C(c1cccs1)N1CCN(Cc2ccccc2)CC1 (configuration not stated)
[20] COc1cccc(N2[C@@H](CC(C)=O)c3ccccc3S2(=O)=O)c1
Assay by compound,7,8,9,10,11,12,13,14,15,16,17,18,19,20
SMARCA2 activ,2,0,-1,-3,0,0,-4,1,-3,-1,-1,1,-2,1
PG9 Ab binder,0.6,-1.7,0.2,0.2,-0.9,-3.5,2.3,-1.9,-1.6,-1.9,1.1,-1.0,0.4,0.3
HTRA1 inh,7,-5,8,-13,1,1,-5,7,-73,4,-15,5,5,-4
NR1D1 modulator,6,0,-5,0,3,-5,-2,-2,-1,5,-7,-4,-7,-4
ASAP1 inh,-13,12,-4,0,-9,-3,8,0,20,-4,-7,-4,-4,0
rCAG RNA binder,-1,18,5,10,0,-4,4,3,80*,-4,40*,-1,-7,-3
ARFGAP1 inhibitor,2,-7,2,4,-7,4,15,2,16,-8,-2,-3,-8,-4
NPR1 activator,3,-2,8,-7,1,-2,-3,4,1,7,-6,-5,-4,0
NPR2 activator,-4,2,2,-5,5,0,4,2,-8,2,-1,-8,-4,-2
ABHD4 inh,-6,-4,6,-10,-2,-1,-6,0,-66,4,2,1,8,0

[21] Cc1cc(C(=O)NC2CC2)c2ccccc2n1
[22] O=C(COC(=O)CCNS(=O)(=O)c1cccs1)Nc1ccccc1
[23] CCOC(=O)N(Cc1ccccc1)C1CC1
[24] CC(C)[C@H](NC(=O)OCc1ccccc1)C(=O)OCC(=O)NCc1ccco1
[25] CCNC(=O)C1CCCN(C(=O)c2c(-c3ccccc3)noc2C)CC1 (configuration not stated)
[26] O=C(NNC(=O)c1ccccc1C(=O)O)c1ccc(S(=O)(=O)N2CCCCC2)cc1
[27] Nc1c(S(=O)(=O)c2ccccc2)c2nc3ccccc3nc2n1/N=C/c1ccco1
[28] CCN(CC)S(=O)(=O)c1cccc(-c2nnc(SCc3nnc(-c4ccccc4)o3)n2C)c1
[29] OCCNc1nc(OCC(F)(F)F)nc(N2CCN(C34CC5CC(CC(C5)C3)C4)CC2)n1
[30] O=S(=O)(NC1CCN(Cc2ccccc2)CC1)c1cccc(S(=O)(=O)N2CCOCC2)c1
Assay by compound,21,22,23,24,25,26,27,28,29,30
SMARCA2 activ,3,-1,2,1,0,-3,1,2,-1,-3
PG9 Ab binder,1.2,-2.5,0.8,2.3,-0.8,-0.9,-2.6,-3.0,-0.2,0.9
HTRA1 inh,13,3,2,nt,nt,0,-9,-5,-2,3
NR1D1 modulator,-2,0,1,-5,-2,0,-1,1,-1,-1
ASAP1 inh,-6,8,-4,3,-24,-21,7,-7,-3,-14
rCAG RNA binder,-1,4,3,15,1,2,27,-7,-7,-4
ARFGAP1 inhibitor,0,-5,1,10,0,-2,9,2,3,16
NPR1 activator,0,0,3,1,-2,2,-7,-3,-2,3
NPR2 activator,0,-5,4,1,-2,2,-8,2,-8,1
ABHD4 inh,2,1,6,-9,-15,8,-18,-2,2,5

[31] O=C(O)CNS(=O)(=O)c1ccc2[nH]c(=O)c(=O)[nH]c2c1
[32] COc1cccc(-n2nc3c(=S)[nH]nc(C)c3c2C)c1
[33] Cc1ccc(C(=O)NCC(=O)OC(C)C(=O)NC2CCCCC2C)cc1C (configuration not stated)
[34] CCCCNc1ccc2c(c1)OC[C@H](C)NS2(=O)=O
[35] CC(C)CCSc1nnc(Cn2c(=O)sc3ccccc32)n1C
[36] O=C(NC(Cc1ccccc1)C(=O)O)/C(=C/c1ccc([N+](=O)[O-])cc1)NC(=O)c1ccccc1 (configuration not stated)
[37] O=C(NC1CCCCCC1)C1CCN(S(=O)(=O)c2cnc[nH]2)CC1
[38] O=C(COC(=O)Cc1ccccc1F)NCc1ccc(Cl)cc1
[39] O=S(=O)(c1cc(Cl)ccc1Cl)n1ccnc1
[40] CCOCCCNC(=O)CSc1nc2nc(C)c(Cc3ccccc3)c(C)n2n1
Assay by compound,31,32,33,34,35,36,37,38,39,40
SMARCA2 activ,-3,1,1,-2,1,1,0,-1,-3,-3
PG9 Ab binder,1.8,1.6,-2.4,-1.0,0.3,-1.9,-0.3,-2.1,0.2,-1.2
HTRA1 inh,0,0,5,nt,-5,-5,10,-3,2,-1
NR1D1 modulator,1,0,-6,2,-4,-7,-4,4,-7,-1
ASAP1 inh,-12,0,2,-13,8,9,5,-1,0,0
rCAG RNA binder,0,2,-1,3,-1,12,-3,0,-1,-5
ARFGAP1 inhibitor,10,4,5,2,-7,4,-9,-4,-6,19
NPR1 activator,-1,6,1,3,-1,1,5,-1,0,0
NPR2 activator,2,-4,1,1,-7,-2,4,0,3,-6
ABHD4 inh,-7,8,-5,1,1,0,-7,-4,-3,-6

[41] COc1cccc(N2C(=O)CC(NNc3nc4ccccc4s3)C2=O)c1 (configuration not stated)
[42] CCN(CC)S(=O)(=O)c1ccc(OC)c(-n2cnnn2)c1
[43] CC1(Br)C2CCCC1C2S(=O)(=O)c1ccccc1 (configuration not stated)
[44] CC(C)C(NC(=O)C(Cc1ccccc1)NC(=O)OCc1ccccc1)C(=O)O (configuration not stated)
[45] COc1cccc(CCC(=O)O)c1OC
Assay by compound,41,42,43,44,45
SMARCA2 activ,-3,0,-1,-1,2
PG9 Ab binder,-2.2,-2.0,-1.1,-2.4,-0.2
HTRA1 inh,-2,22,-6,6,-1
NR1D1 modulator,3,-4,8,4,-3
ASAP1 inh,11,1,-4,4,12
rCAG RNA binder,6,0,-1,4,-3
ARFGAP1 inhibitor,5,7,-4,12,-3
NPR1 activator,5,-6,-3,2,1
NPR2 activator,-2,-6,0,-3,3
ABHD4 inh,6,-7,-1,0,1
